D1 antagonist = antagonists of human D1 dopamine receptor; P21728; HEK293 TREx D1 cells, calcium flux, dopamine EC80; hits give low values; activity change, negative = inhibition, % at 10 µM; actives 3.2% (n = 360,000); AID 504652; in the data active = activity change below about -30%; note: % is set by controls: 0 for no effect and ±100 for the full control effect
Target sequence (P21728 whole entry, looked up): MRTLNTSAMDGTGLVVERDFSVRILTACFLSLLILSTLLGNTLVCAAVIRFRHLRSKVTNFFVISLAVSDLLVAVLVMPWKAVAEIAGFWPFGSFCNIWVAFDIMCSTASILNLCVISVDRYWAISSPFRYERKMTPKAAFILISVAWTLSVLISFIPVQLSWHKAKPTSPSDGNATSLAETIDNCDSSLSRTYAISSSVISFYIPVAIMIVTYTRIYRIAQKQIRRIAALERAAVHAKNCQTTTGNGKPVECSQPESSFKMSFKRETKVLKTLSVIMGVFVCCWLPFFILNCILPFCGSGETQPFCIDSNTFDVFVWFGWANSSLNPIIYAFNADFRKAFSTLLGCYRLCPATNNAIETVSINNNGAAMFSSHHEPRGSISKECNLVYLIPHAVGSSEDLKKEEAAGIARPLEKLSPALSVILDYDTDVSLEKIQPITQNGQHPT
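Tetracycline-induced HEK293 T-REx cells with force-coupled D1 receptor were loaded with a no-wash calcium dye. Compound was added after a 10 s baseline and read kinetically for 180 s; EC80 dopamine was then added and calcium flux followed another 180 s.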
TRHR enhancer = allosteric enhancers of human TRH receptor | actives 0.66% (n = 360,000) | TRHR cells, fluo-8 calcium fluorescence, EC20 TRH enhancement | P34981 | enhancement, % at 2 µM; in the data active = enhancement above about 30%; note: 0% is about no effect
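TRHR-expressing cells loaded with fluo-8 calcium dye were read kinetically (ex 480/em 530) during compound addition, then stimulated with an EC20 of TRH (10 nM final). Enhancement of the Gq-mediated intracellular calcium response was scored.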
D2 antagonist = antagonists of human D2 dopamine receptor | P14416 | HEK293 TREx D2 cells, calcium flux, dopamine EC80 | inhibition, % at 10 µM | actives 2% (n = 340,000) | AID 485344; in the data active = inhibition above about 30%; note: 0% is about no effect
Target sequence (P14416 whole entry, looked up): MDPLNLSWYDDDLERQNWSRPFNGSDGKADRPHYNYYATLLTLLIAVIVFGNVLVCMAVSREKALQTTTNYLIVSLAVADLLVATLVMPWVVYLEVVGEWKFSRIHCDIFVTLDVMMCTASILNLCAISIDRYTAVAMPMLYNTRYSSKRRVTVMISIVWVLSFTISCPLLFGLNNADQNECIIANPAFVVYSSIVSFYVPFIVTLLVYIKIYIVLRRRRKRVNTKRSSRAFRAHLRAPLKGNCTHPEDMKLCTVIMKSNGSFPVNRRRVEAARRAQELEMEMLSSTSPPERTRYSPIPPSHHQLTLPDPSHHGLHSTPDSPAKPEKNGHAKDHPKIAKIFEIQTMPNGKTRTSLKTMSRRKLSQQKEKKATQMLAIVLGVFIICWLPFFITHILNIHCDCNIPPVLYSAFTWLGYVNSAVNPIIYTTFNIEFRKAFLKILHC
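Calcium mobilization kinetics were recorded at 1 s intervals in tetracycline-induced HEK293 T-REx D2 cells, first for 180 s after compound addition and then 180 s after EC80 dopamine.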
D2 potentiator = D2 dopamine receptor (human) potentiation; HEK293 T-REx D2, calcium flux, EC20 dopamine potentiation; actives 0.34% (n = 340,000); potentiation, % at 10 µM; P14416;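 active = potentiation over 3 SD above the plate norm, cut at about 30% in these data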; note: 0% is about no effect
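Primary screen. Calcium kinetics in induced HEK293 T-REx D2 cells: compound pre-addition 180 s, EC20 dopamine, 180 s more.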
D2 agonist = D2 dopamine receptor (human) agonism; activation, % at 2 µM; P14416; actives 0.53% (n = 340,000); HEK293 T-REx D2 cells, calcium flux agonist mode;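 active = activation over 3 SD above normal in the single-dose calcium agonist read, cut at about 30% in these data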; note: 0% is about no effect
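Agonism scored from kinetic calcium signal (1 read/sec, 180 s) following compound pin transfer, after a 10 s baseline. Cells: HEK293 Trex line expressing inducible D2 receptor coupled to calcium, dye-loaded after overnight culture at 30 C.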
D1 potentiator = enhances dopamine response at the human D1 receptor; P21728; HEK293 TREx D1 cells, calcium flux, dopamine EC20 potentiation; potentiation, % at 10 µM; actives 0.036% (n = 360,000); in the data active = potentiation above about 30%; note: 0% is about no effect
D1 agonist = agonists of human D1 dopamine receptor; AID 504660; HEK293 T-REx D1 cells, calcium flux, agonist mode; activation, % at 2 µM; P21728; actives 1% (n = 360,000); note: 0% is about no effect
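Inducible HEK293 T-REx D1 cells, force-coupled to calcium signalling, were plated at 4000 cells/well with tetracycline and held overnight at 30 C. After no-wash calcium dye loading, compound-evoked calcium rise over 180 s flagged agonists.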
TRHR ag = TRH receptor (human) agonism. P34981. TRHR cells, calcium flux fluo-8, FDSS agonist mode. activation, % at 2 µM. actives 0.18% (n = 360,000). AID 493084; note: 0% is about no effect
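Agonist-mode FDSS calcium read (Ex 480/Em 530, 1 s cycles) in 1536-well TRHR cells with fluo-8 dye, after 10-cycle baseline and 23 nL compound addition; TRH at EC20 (10 nM final) added afterwards for the enhancer phase.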
RXFP1 antagonist = RXFP1 (human) relaxin receptor antagonism; Q9HBX9; HEK293-RXFP1, relaxin-stimulated cAMP HTRF, 30 min; hits give low values; activity change, negative = inhibition, % at 57.5 µM; actives 0.59% (n = 350,000);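 active = activity change of -60% or lower, but not beyond a set lower limit; inconclusive = change between -60% and -40%, or beyond the set limit; inactive = change above -40%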; note: % is set by controls: 0 for no effect and ±100 for the full control effect
Starred values were filed as active, the others as inactive; ? = inconclusive; / = not tested or not shown. Cut-off read from the data, not from the text of the source, unless noted: active = activation above about 30%; inactive = the rest.

SMILES | D1 antagonist | TRHR enhancer | D2 antagonist | D2 potentiator | D2 agonist | D1 potentiator | D1 agonist | TRHR ag | RXFP1 antagonist
O=C1CC(C(=O)Nc2ccccc2C(=O)O)C(c2ccccc2)O1 (configuration not stated) | -16.5 | 5.0 | -5.7 | 1.4 | -0.2 | -11.3 | 0.5 | 0.2 | -1.7
CC(=O)Cc1nsc(NC(=O)c2cc(-c3ccc(Cl)c(Cl)c3)oc2C)n1 | -1.1 | 9.0 | -10.4 | 1.3 | 0.4 | -10.3 | 0.7 | 0.3 | -8.3
O=C(CSc1nc2cc(Cl)ccc2s1)NC(=O)NCc1ccco1 | -0.8 | -0.6 | 16.2 | 10.9 | -1.1 | -5.8 | 9.8 | 0.7 | -5.1
CCOC(=O)c1cc(-c2cccs2)nn1CCC#N | -4.4 | 2.7 | -12.1 | 10.8 | 0.6 | -8.9 | 4.3 | -0.3 | -13.7
O=C(OCC(=O)N1CCCCCC1)c1ccc(S(=O)(=O)N2CCOCC2)cc1 | 2.2 | 0.0 | 9.8 | -8.2 | 0.0 | 1.6 | 1.7 | -0.1 | -22.7
O=C(NCCc1c[nH]c2ccccc12)/C(=C\c1ccco1)NC(=O)c1ccco1 | 3.1 | 6.4 | -5.4 | -0.8 | -0.2 | 1.6 | 2.8 | 0.0 | -4.1
O=C(CSc1nnc(NC(=O)c2ccco2)s1)Nc1ccc(F)cc1F | -19.6 | 0.4 | -6.2 | -5.1 | -0.2 | -0.2 | 2.0 | 0.3 | -8.9
COc1ccc(/C=N/NC(=O)C2c3ccccc3-c3ccccc32)cc1 | 4.2 | -5.9 | 18.9 | -7.4 | 0.6 | -1.9 | 10.1 | 0.2 | 18.9
CCc1cc(=O)oc2cc(OC(C)C(=O)O)c(Cl)cc12 (configuration not stated) | 2.3 | 13.9 | 11.6 | 5.5 | 0.0 | 12.3 | 3.4 | -0.4 | -0.7
CCc1ccccc1OCCCCN1CCCCC1 | -56.4* | -0.7 | 89.4* | -26.8 | 0.0 | -9.8 | 3.7 | 0.8 | -15.3
CC(=O)Nc1ccc(NC(=O)[C@@H]2CCCC[C@@H]2C(=O)O)cc1 | 10.7 | 5.2 | -5.2 | -5.9 | 0.3 | 5.3 | 1.6 | 0.1 | ?
O=C(Nc1c2c(nn1-c1ccc(F)cc1)CS(=O)(=O)C2)c1ccc(S(=O)(=O)N2CCOCC2)cc1 | -3.0 | 9.8 | 9.3 | -3.0 | 0.5 | -3.2 | 1.3 | 0.5 | 1.1
Cc1nn(C(=O)c2cccc([N+](=O)[O-])c2)c(C)c1Sc1ccccc1 | 5.8 | 2.3 | 1.3 | 4.5 | -1.5 | -0.9 | 2.2 | -0.5 | 19.9
O=C1N(C2CCCC2)C[C@@H]2C[C@@H](c3cn[nH]c3-c3ccc(Cl)cc3)N3CCC[C@@]123 | 9.3 | 0.7 | -11.5 | 11.4 | 1.7 | -3.1 | 19.8 | 2.7 | -7.7
CCc1ccc(CN(C)C(=O)c2cc(COc3cccc(C(F)(F)F)c3)on2)nc1 | -17.6 | -1.4 | 16.8 | -6.5 | 0.2 | -2.8 | 9.9 | -1.3 | -15.9
CCC1(C)Cc2c(sc(NC(=O)CCC(=O)O)c2C#N)CO1 (configuration not stated) | 0.9 | -0.3 | -5.4 | -3.5 | 0.0 | -6.0 | 0.8 | 0.4 | 23.6
CC(C)(C)c1ccc(NC(=O)CON=C(N)c2ccccc2)cc1 | -11.0 | -3.3 | 12.5 | -0.5 | -0.3 | -4.3 | 0.0 | -0.1 | 3.0
Cc1[nH]c(=O)[nH]c(=O)c1Cc1cccc2ccccc12 | -20.4 | -4.8 | 2.1 | -1.6 | 8.1 | -6.5 | 5.6 | -0.1 | -3.9
O=C(CCn1cnc2ccccc2c1=O)Nc1nc(-c2ccc(Br)cc2)cs1 | -0.8 | -3.6 | -4.4 | 2.3 | -1.6 | -6.0 | 0.8 | -1.4 | -8.1
COc1ccc(NC(=S)NC(NC(=O)c2ccccc2Cl)C(Cl)(Cl)Cl)c([N+](=O)[O-])c1 (configuration not stated) | -5.1 | 6.2 | 3.9 | -6.6 | 0.8 | -0.3 | 5.2 | 0.6 | -0.1
O=C(c1ccccc1)N1CCN(CC(O)COC2CCCCC2)CC1 (configuration not stated) | -10.1 | -0.3 | -0.8 | -14.1 | -0.3 | -1.9 | 1.4 | 0.4 | -1.5
CN1N=C(C(=O)N2CCCC(Nc3ccc(F)c(F)c3)C2)CCC1=O (configuration not stated) | 1.4 | -5.4 | -12.0 | -9.5 | 0.0 | -1.7 | 0.3 | -0.9 | -3.0
O=C(N/N=C/c1cccs1)c1cc(-c2cccc3ccccc23)n[nH]1 | -1.5 | -1.2 | 1.3 | -0.6 | 3.0 | -9.1 | 2.4 | 1.5 | -22.9
CCN(CC(=O)Nc1cc(Cl)ccc1C)C(=O)c1ccc(N2CCCC2=O)cc1 | 0.6 | -0.4 | -10.2 | -10.9 | 0.1 | -3.4 | 3.2 | -0.1 | 0.7
Cc1nc(C(=O)Nc2ccc(F)cc2)nn1-c1ccc([N+](=O)[O-])cc1 | -4.0 | 5.1 | / | / | / | -6.0 | 1.8 | -0.6 | 6.3

Carrying on.
SMILES | D1 antagonist | TRHR enhancer | D2 antagonist | D2 potentiator | D2 agonist | D1 potentiator | D1 agonist | TRHR ag | RXFP1 antagonist
CCCCN1CC(=O)N2Cc3[nH]c4ccccc4c3C[C@H]2C1=O | 5.3 | -2.4 | 1.8 | -5.0 | 0.3 | -3.9 | 1.7 | 1.6 | 4.8
Clc1cccc(-c2ccc(C=Nc3ccc(N4CCOCC4)cc3)o2)c1 | 8.8 | 8.7 | -13.0 | -4.2 | -1.0 | -2.8 | 3.3 | -1.0 | -6.9
COc1cccc(/C=C2/Sc3ccc(C(=O)NCCCN4CCCC4)cc3NC2=O)c1 | -25.3 | 8.3 | -1.2 | 0.9 | -0.2 | -3.8 | 1.2 | 0.9 | -7.1
Cc1ccnc(NC(=O)CCC(=O)N(CC(=O)NCCc2ccccc2)Cc2ccco2)c1 | 33.4 | 4.8 | -35.9 | 7.3 | -1.6 | -1.8 | 1.4 | -0.7 | -5.1
c1ccc(Cn2nnnc2CN2CCCC2)cc1 | -1.1 | -4.4 | -2.0 | -14.1 | 0.2 | -3.3 | 0.0 | 0.2 | 11.3
CCCNC1=C(N(C(C)=O)c2cccc(F)c2)C(=O)c2ccccc2C1=O | -24.1 | -3.1 | 0.5 | 5.5 | -0.6 | -4.8 | 2.1 | -0.2 | 15.2
COc1ccccc1C(=O)NC(=S)Nc1ccc(S(=O)(=O)N2CCN(C)CC2)cc1 | -24.9 | 4.7 | 26.8 | 17.1 | 2.5 | -3.1 | 9.7 | 0.6 | 2.8
Oc1c(C(c2ccc(Cl)cc2)N2CCOCC2)sc2nc(-c3ccco3)nn12 (configuration not stated) | / | 11.1 | / | 17.9 | 0.6 | -3.5 | 3.0 | -0.3 | -7.0
COc1ccc(CNC(=O)c2c(F)c(F)c(F)c(F)c2F)cc1 | -6.0 | -2.3 | 1.4 | -2.0 | 0.1 | -0.8 | 3.0 | 0.0 | -5.9
Cc1cccc(C)c1OCC(O)CN1CCC(CN2C(=O)c3cccc4cccc(c34)C2=O)CC1 (configuration not stated) | 10.4 | -10.9 | 26.9 | -0.7 | 18.1 | -16.2 | 18.9 | -0.3 | -10.1
CCc1nnc(NC(=O)C2CCCN2C(=O)Nc2ccccc2)s1 (configuration not stated) | / | 19.3 | -10.7 | -0.7 | 0.5 | 0.5 | -2.0 | 0.2 | -1.5
CC(Sc1nnnn1-c1cccc(F)c1)C(=O)NC1CCCC1 (configuration not stated) | 16.6 | 2.8 | -58.2 | 14.6 | 0.1 | 1.1 | 0.5 | -0.3 | -9.5
Cc1nc2c(C(=O)NCCc3ccccc3)c[nH]n2c(=O)c1Cc1ccccc1F | -6.0 | 1.0 | / | 8.1 | -0.7 | 1.9 | 5.1 | 0.4 | /
COc1ccc(C=O)cc1COc1ccc([N+](=O)[O-])c(C)c1 | -4.5 | -6.9 | -22.1 | -4.9 | 0.3 | 0.1 | 1.4 | 0.6 | 4.5
CNC(=O)C1=C(C)Nc2nc3ccccc3n2C1c1ccc(F)cc1 (configuration not stated) | -5.9 | -3.8 | 6.2 | 1.7 | -0.1 | -1.4 | 2.3 | 0.3 | -19.1
O=C(NCCO[N+](=O)[O-])c1cccnc1 | -14.8 | 1.8 | -11.1 | 10.7 | 1.8 | -3.0 | 3.3 | 0.3 | -10.1
Cc1cccc(-c2nc(SCC(=O)N(C)c3ccccc3)c3c(=O)n(C)c(=O)n(C)c3n2)c1 | -12.4 | 0.6 | / | 6.1 | 0.6 | -1.8 | 2.9 | 0.2 | -2.0
COc1ccccc1N1CCN(C(=O)Cc2c(C(=O)O)[nH]c3ccc(Cl)cc23)CC1 | 5.4 | 4.1 | 9.2 | 2.5 | 1.7 | -1.6 | 0.8 | 0.3 | 9.0
COc1ccc(OC)c(S(=O)(=O)N2CCCc3ccccc32)c1 | -8.7 | -4.6 | -17.2 | 5.6 | -0.8 | 2.2 | -0.6 | -1.1 | -39.6
COc1ccc(C2Nc3cc(OC)ccc3-n3cccc32)cc1 (configuration not stated) | 3.1 | 2.7 | -24.9 | -4.4 | -0.9 | -0.2 | 1.3 | -0.6 | -25.5
Cc1cccc(C(=O)OCc2cncs2)c1 | -7.1 | 0.0 | -8.7 | 5.3 | -0.2 | -1.7 | 3.3 | -0.4 | -20.8

Reformatted: entries from further up
| Structure | D1 antagonist | TRHR enhancer | D2 antagonist | D2 potentiator | D2 agonist | D1 potentiator | D1 agonist | TRHR ag | RXFP1 antagonist |
| --- | --- | --- | --- | --- | --- | --- | --- | --- | --- |
| CCCCN1CC(=O)N2Cc3[nH]c4ccccc4c3C[C@H]2C1=O | 5.3 | -2.4 | 1.8 | -5.0 | 0.3 | -3.9 | 1.7 | 1.6 | 4.8 |
| Clc1cccc(-c2ccc(C=Nc3ccc(N4CCOCC4)cc3)o2)c1 | 8.8 | 8.7 | -13.0 | -4.2 | -1.0 | -2.8 | 3.3 | -1.0 | -6.9 |
| COc1cccc(/C=C2/Sc3ccc(C(=O)NCCCN4CCCC4)cc3NC2=O)c1 | -25.3 | 8.3 | -1.2 | 0.9 | -0.2 | -3.8 | 1.2 | 0.9 | -7.1 |
| Cc1ccnc(NC(=O)CCC(=O)N(CC(=O)NCCc2ccccc2)Cc2ccco2)c1 | 33.4 | 4.8 | -35.9 | 7.3 | -1.6 | -1.8 | 1.4 | -0.7 | -5.1 |
| c1ccc(Cn2nnnc2CN2CCCC2)cc1 | -1.1 | -4.4 | -2.0 | -14.1 | 0.2 | -3.3 | 0.0 | 0.2 | 11.3 |
| CCCNC1=C(N(C(C)=O)c2cccc(F)c2)C(=O)c2ccccc2C1=O | -24.1 | -3.1 | 0.5 | 5.5 | -0.6 | -4.8 | 2.1 | -0.2 | 15.2 |
| COc1ccccc1C(=O)NC(=S)Nc1ccc(S(=O)(=O)N2CCN(C)CC2)cc1 | -24.9 | 4.7 | 26.8 | 17.1 | 2.5 | -3.1 | 9.7 | 0.6 | 2.8 |

Compound activity from PubChem.
